mec2-1: NCI yeast anticancer drug screen, S. cerevisiae mec2-1 strain. growth inhibition, % at 50 µM. AID 157. 79,000 tested, 9% active;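 also: 0% = growth of vehicle-only cultures of the same strain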
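Mutant yeast (mec2-1) grown with compound; growth inhibition relative to vehicle control reported.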
yeast cln2 rad14: NCI yeast anticancer drug screen, S. cerevisiae cln2 rad14 strain. % growth inhibition at 50 µM. 78,000 tested, 8.3% active. AID 165;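 also: 0% = growth of vehicle-only cultures of the same strain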
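Growth of compound-exposed yeast (cln2 rad14 genotype) measured and expressed as inhibition relative to vehicle.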
yeast mlh1 rad18: NCI yeast anticancer drug screen, S. cerevisiae mlh1 rad18 strain | 79,000 tested, 11% active | growth inhibition, % at 50 µM | AID 175;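 also: 0% = growth of vehicle-only cultures of the same strain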
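Compound-treated yeast growth, normalised to vehicle controls. Strain bears defined DNA repair mutations.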
bub3: NCI yeast anticancer drug screen, S. cerevisiae bub3 mutant strain. growth inhibition, % at 50 µM. 78,000 tested, 9.9% active. AID 167;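 also: 0% = growth of vehicle-only cultures of the same strain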
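Compounds were applied to a genetically altered yeast strain carrying a cell-cycle control defect. Growth inhibition was scored against vehicle-treated controls.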
yeast sgs1 mgt1: NCI yeast anticancer drug screen, S. cerevisiae sgs1 mgt1 strain. growth inhibition, % at 50 µM. 78,000 tested, 10% active;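 also: 0% = growth of vehicle-only cultures of the same strain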
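Compounds are added to genetically altered yeast, and growth is compared with cultures given vehicle alone to give percent inhibition.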
rad50: NCI yeast anticancer drug screen, S. cerevisiae rad50 strain | growth inhibition, % at 50 µM | 79,000 tested, 10% active;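 also: 0% = growth of vehicle-only cultures of the same strain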
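Yeast carrying a defined DNA repair defect were exposed to test compounds, and growth was compared with vehicle-treated controls to give percent inhibition.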
The depositor's hits bear a star; . = no result given; & = joins results of further samples; ! = not confirmed by another sample. Rule as the data show it: active = growth inhibition above about 70%; inactive = the rest.

1	Cc1cccc(C)c1NC(=O)Nc1ccc(S(N)(=O)=O)cc1
2	O=C(Nc1ccccc1Cl)Oc1ccc(Cl)cc1Cl
3	O=[N+]([O-])c1ccc(Sc2cccs2)c([N+](=O)[O-])c1
4	COc1cc(O)c2c(c1)C(=O)c1cc3c(c(O)c1C2=O)C(O)C(OC)C(C)(O)C3O (stereo not given)
5	O=C(O)C1=C(C2CCCCC2)C(=O)c2ccccc21
6	Cc1ccc(C)c(NC(=O)CCC(=O)CC(=O)C(C)(C)C)c1
7	S=C=Nc1cccc(N=C=S)c1
8	CN(C(=O)c1ccco1)C(=S)N1CCN(c2ccccc2)CC1

compound no.,1,2,3,4,5,6,7,8
mec2-1,19,20,29,54,-16,8,6,-2
yeast cln2 rad14,-26,-15,4,43,.,16,20,10
yeast mlh1 rad18,11,-9,57,68,21,13,22,-13
bub3,-2,-6,14,65,.,-6,18,14
yeast sgs1 mgt1,-21,7,19,72*,.,5,18,-1
rad50,-7,4,-13,72*,8,-3,35,-17

9	COCC(Br)C(OC)OC (stereo not given)
10	O=c1/c(=C/c2ccccc2[N+](=O)[O-])sc2nnc(-c3cccnc3)n12
11	c1ccc([P+](c2ccccc2)(c2ccccc2)C2CCCC2)cc1
12	C#CC(C)(C)Oc1cc(O)c2c(=O)c3ccccc3n(C)c2c1
13	NC(=S)N/N=C/c1ccc([N+](=O)[O-])cc1
14	CCOC(=O)C(CC)(CCc1ccc([N+](=O)[O-])cc1)C(=O)OCC
15	c1ccc2c(c1)NC1CCCCC21 (stereo not given)
16	CC(=O)c1cccc(NC(=O)Oc2ccc(F)cc2Cl)c1

compound no.,9,10,11,12,13,14,15,16
mec2-1,9,6,97*,0,13&30,-15,-40,29
yeast cln2 rad14,-1,21,98*,5,21&24,-22,-14,-14
yeast mlh1 rad18,68,1,98*,0,6&31,8,-16,-2
bub3,6,12,96*,0,4&6,-1,-27,13
yeast sgs1 mgt1,59,13,98*,12,4&29,-5,-19,19
rad50,38,12,97*,-8,12&40,5,-24,-2

17	O=C(c1cccs1)N(C(=S)N1CCN(c2ccccc2)CC1)c1ccccc1
18	Clc1cccc(C2ON=C(c3ccccc3)N2C23CC4CC(CC(C4)C2)C3)c1Cl (stereo not given)
19	Cc1ccc(C(=O)N/N=C/c2c(O)ccc3ccccc23)cc1
20	CCN(CC)CCC(=O)O
21	COC(=O)CC1(C(=O)OC)Oc2ccc(Br)cc2C(=O)N1c1ccc(Br)cc1Cl (stereo not given)
22	COc1cc2c(cc1OC)C(Cc1cc(Br)c(OC)c(OC)c1)=[N+](C)CC2
23	O=c1cc(-c2ccccc2)[nH]c2ccc(N3CCCC3)cc12
24	COC(=O)c1nc(N)nc(C(=O)OC)c1C(=O)Cc1ccccc1

compound no.,17,18,19,20,21,22,23,24
mec2-1,-11,-7,21,-19,-16,4,-4,9
yeast cln2 rad14,-8,-14,-25,6,15,10,7,1
yeast mlh1 rad18,-4,-4,27,-5,28,11,0,22
bub3,-30,-4,38,-11,19,1,-9,-14
yeast sgs1 mgt1,5,8,10,-7,25,-12,-30,0
rad50,-3,10,-5,-13,27,2,-27,6

25	CC(O)CC(C)(C)S(=O)(=O)Cc1ccccc1 (stereo not given)
26	COc1c(OC2OC(CO)C(O)C(O)C2O)cc2c(c1OC)-c1ccc(OC)c(=O)cc1[C@@H](NC(C)=O)CC2 (stereo not given in full)
27	CSCSCC(CO)NC(N)=O (stereo not given)
28	CC(=O)Nc1cccc(C)n1
29	CCOC(=O)C(C)C(=O)NCc1ccccc1 (stereo not given)
30	CCC([NH-])(CC)C[NH-].[Cl][Pt+2][Cl]
31	O=C(Cc1ccccc1)NN(Cn1c(=S)sc2ccccc21)Cn1c(=S)sc2ccccc21
32	CC(=O)c1c(C)n(C)c2c1nnc1ccccc12

compound no.,25,26,27,28,29,30,31,32
mec2-1,-8,10,1,-3,-5,13,8,37
yeast cln2 rad14,-27,4,-18,-72,-44,-1,17,59
yeast mlh1 rad18,-6,8,2,2,11,-45,5,68
bub3,26,0,1,-1,9,-14,-6,27
yeast sgs1 mgt1,31,4,-33,2,-7,-31,4,22
rad50,-12,-4,7,-18,-5,2,17,92*

33	COC(=O)[C@@H]1CO[C@H](C(C)(C)C)N1C(=O)N1C=CC(=O)C[C@H]1C
34	O=C(Nc1ccc(Cl)cc1C(F)(F)F)C(=O)C1CCCS1(=O)=O (stereo not given)
35	Cc1ncc([N+](=O)[O-])n1CC(O)Cn1cnc([N+](=O)[O-])n1 (stereo not given)
36	C(=C1/CNC/C(=C/c2ccccc2)C1)/c1ccccc1
37	CC1=NN(C(=O)CC(=O)Nc2cccc(Cl)c2)C(=O)C1N=Nc1ccc(S(=O)(=O)c2ccc(N=NC3C(=O)N(C(=O)CC(=O)Nc4cccc(Cl)c4)N=C3C)cc2)cc1 (stereo not given)
38	COc1ccc(N=Nc2ccc3oc(=O)c(C(=O)Nc4ccc(Cl)cc4)cc3c2)cc1
39	O=[N+]([O-])c1ccc(C2N3CCCCC3[C@H]3CCCCN23)cc1 (stereo not given in full)
40	CCOC(=O)/C=C\SCC(N)C(=O)O (stereo not given)

compound no.,33,34,35,36,37,38,39,40
mec2-1,-24,-11,-6,100*,15,99*,-9,8
yeast cln2 rad14,5,13,-4,99*,-2,98*,1,-11
yeast mlh1 rad18,-12,-9,-31,99*,22,99*,-40,42
bub3,-18,-6,-4,99*,-25,99*,-24,21
yeast sgs1 mgt1,-24,-4,-2,100*,23,98*,-30,13
rad50,-18,-7,-19,100*,36,99*,-30,30

41	CCOc1nc2c(c(=O)n(C)c(=O)n2C)n1C
42	Cc1ccc(N2C(=O)C=CC2=O)cc1
43	Cc1cc(I)cc(C)c1N
44	COc1ccc(NC(=O)CC/C(CC(=O)C(C)(C)C)=N\NC(=O)C(N)=O)cc1
45	CC(=O)NNc1nc(C)c(C(/C=C/c2ccc([N+](=O)[O-])cc2)=N/NC(N)=S)s1
46	O=C(/C=C/c1ccc(OCc2ccccc2)cc1)c1ccc([N+](=O)[O-])cc1
47	CN1CCN(CC2C(=O)C3CCC2C3)CC1 (stereo not given)
48	CC(C)=NNC(=O)C1CCN1Cc1ccccc1 (stereo not given)

compound no.,41,42,43,44,45,46,47,48
mec2-1,-8,100*,14,-37,-2,0,-20,-10
yeast cln2 rad14,8,100*,-1,8,-12,10,-8,-20
yeast mlh1 rad18,21,99*,2,-20,7,8,-10,-1
bub3,8,99*,1,-12,-7,5,-23,-3
yeast sgs1 mgt1,-6,100*,12,-2,-10,-4,-18,-2
rad50,27,99*,18,-42,-9,-7,5,-1

49	CSc1ncnc2ncn(C)c12
50	NC(=O)Nc1ccc(Cl)cc1[N+](=O)[O-]
51	CC(=O)N(C1CCCCC1)C1CCCCC1
52	CC(C)CC(NC(=O)C(CCCCN)N(C(=O)OCc1ccccc1)C(=O)OCc1ccccc1)C(=O)O (stereo not given)
53	O=C(N/C(=C\c1ccccc1)c1nc2ccccc2c(=O)o1)c1ccccc1
54	CONC(C)=O
55	COC1OC2COC(C)(C)OC2C1NS(=O)(=O)Cc1ccccc1 (stereo not given)
56	CC1(C)OC2OC(COC(=S)SSC(=S)OCC3OC4OC(C)(C)OC4C4OC(C)(C)OC34)C3OC(C)(C)OC3C2O1 (stereo not given)

compound no.,49,50,51,52,53,54,55,56
mec2-1,-3,-8,21,-6,-5,0,-10&-7,16
yeast cln2 rad14,-10,-47,-2,-21,-11,-10,-34&-33,-1
yeast mlh1 rad18,2,-7,45,-9,-26,0,-6&-14,21
bub3,3,-6,-2,-2,-21,-5,-12&-3,-1
yeast sgs1 mgt1,4,18,13,1,-16,-6,-4&-2,-5
rad50,12,-4,30,0,-6,3,1&3,-1

Some of the entries so far, in markdown.
| no. | SMILES | mec2-1 | yeast cln2 rad14 | yeast mlh1 rad18 | bub3 | yeast sgs1 mgt1 | rad50 |
| --- | --- | --- | --- | --- | --- | --- | --- |
| 38 | COc1ccc(N=Nc2ccc3oc(=O)c(C(=O)Nc4ccc(Cl)cc4)cc3c2)cc1 | 99* | 98* | 99* | 99* | 98* | 99* |
| 39 | O=[N+]([O-])c1ccc(C2N3CCCCC3[C@H]3CCCCN23)cc1 (stereo not given in full) | -9 | 1 | -40 | -24 | -30 | -30 |
| 40 | CCOC(=O)/C=C\SCC(N)C(=O)O (stereo not given) | 8 | -11 | 42 | 21 | 13 | 30 |
| 41 | CCOc1nc2c(c(=O)n(C)c(=O)n2C)n1C | -8 | 8 | 21 | 8 | -6 | 27 |
| 42 | Cc1ccc(N2C(=O)C=CC2=O)cc1 | 100* | 100* | 99* | 99* | 100* | 99* |
| 43 | Cc1cc(I)cc(C)c1N | 14 | -1 | 2 | 1 | 12 | 18 |
| 44 | COc1ccc(NC(=O)CC/C(CC(=O)C(C)(C)C)=N\NC(=O)C(N)=O)cc1 | -37 | 8 | -20 | -12 | -2 | -42 |
| 45 | CC(=O)NNc1nc(C)c(C(/C=C/c2ccc([N+](=O)[O-])cc2)=N/NC(N)=S)s1 | -2 | -12 | 7 | -7 | -10 | -9 |
| 46 | O=C(/C=C/c1ccc(OCc2ccccc2)cc1)c1ccc([N+](=O)[O-])cc1 | 0 | 10 | 8 | 5 | -4 | -7 |
| 47 | CN1CCN(CC2C(=O)C3CCC2C3)CC1 (stereo not given) | -20 | -8 | -10 | -23 | -18 | 5 |
| 48 | CC(C)=NNC(=O)C1CCN1Cc1ccccc1 (stereo not given) | -10 | -20 | -1 | -3 | -2 | -1 |
| 49 | CSc1ncnc2ncn(C)c12 | -3 | -10 | 2 | 3 | 4 | 12 |
| 50 | NC(=O)Nc1ccc(Cl)cc1[N+](=O)[O-] | -8 | -47 | -7 | -6 | 18 | -4 |
| 51 | CC(=O)N(C1CCCCC1)C1CCCCC1 | 21 | -2 | 45 | -2 | 13 | 30 |
| 52 | CC(C)CC(NC(=O)C(CCCCN)N(C(=O)OCc1ccccc1)C(=O)OCc1ccccc1)C(=O)O (stereo not given) | -6 | -21 | -9 | -2 | 1 | 0 |
| 53 | O=C(N/C(=C\c1ccccc1)c1nc2ccccc2c(=O)o1)c1ccccc1 | -5 | -11 | -26 | -21 | -16 | -6 |

The listing continues:
57	C[N+](C)(C)CCOC(=O)c1ccccc1CBr
58	C/C(CC(=O)Nc1ccc(NC(=O)C/C(C)=N\NC(N)=O)cc1)=N/NC(N)=O
59	CN(CCN1C(=O)c2cccc3cccc(c23)C1=O)CCN1C(=O)c2cccc3cccc(c23)C1=O
60	CC1(C)OC2OC(C(O)COC(=O)c3ccccc3)C(O)C2O1 (stereo not given)
61	O=C(NC(CO)C(=O)N1CCCC1C(=O)OCc1ccccc1)OCc1ccccc1 (stereo not given)
62	Nc1ccccc1C(=O)CCc1ccccc1
63	NNC(=S)NN/C=C(\C=Nc1ccccc1)[N+](=O)[O-]
64	C/C(=N/NC(N)=S)c1ccc[nH]1

compound no.,57,58,59,60,61,62,63,64
mec2-1,97*!,-24,98*,-16,7,6,68,-14
yeast cln2 rad14,98*!,11,84*,-19,24,10,57,21
yeast mlh1 rad18,65&4,7,98*,-2,8,34,69,-10
bub3,99*!,-14,96*,26,4,64,75*,-39
yeast sgs1 mgt1,86*!,-5,97*,-9,7,26,66,-4
rad50,52&-11,4,98*,-5,9,56,70,-18

65	C=C(C)C(=O)OC1CCCCC1
66	CC1OC(OC2C(O[C@H]3CC[C@@]4(C)C(=CC[C@H]5[C@@H]6C[C@@H]7O[C@]8(CC[C@H](C)CN8)[C@@H](C)[C@@H]7[C@@]6(C)CC[C@@H]54)C3)OC(CO)C(O)C2OC2OC(CO)C(O)C(O)C2O)C(O)C(O)C1O (stereo not given in full)
67	O=S(=O)(Nc1ccccn1)c1ccc(N=C=S)cc1
68	O=C(c1ccncc1)C(C(c1ccccc1)N1CCOCC1)N1CCOCC1 (stereo not given)
69	CC(C)CC(CN(C)C)C(=O)/C=C/c1ccccc1 (stereo not given)

compound no.,65,66,67,68,69
mec2-1,-3,-20,12,8,-2
yeast cln2 rad14,-3,12,24,40,-7
yeast mlh1 rad18,-4,-82,-1,4,22
bub3,6,-13,3,14,12
yeast sgs1 mgt1,-3,-10,14,34,19
rad50,1,-2,2,26,18
